Dicer inh: inhibitors of human Dicer processing of pre-microRNA | Q9UPY3 | cat-ELCCA pre-miR-21 Dicer processing, chemiluminescence; active compounds read high | z-score at 25 µM | 47,000 compounds, 6% hits | AID 1347074; in the data active = z-score above about 3, passing the limit was not always enough;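 also: plate controls were vehicle for no effect and no enzyme for full effect; higher signal means more uncleaved substrate so more Dicer inhibition; strong numbers were not always called active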
Target sequence (Q9UPY3 whole entry, looked up): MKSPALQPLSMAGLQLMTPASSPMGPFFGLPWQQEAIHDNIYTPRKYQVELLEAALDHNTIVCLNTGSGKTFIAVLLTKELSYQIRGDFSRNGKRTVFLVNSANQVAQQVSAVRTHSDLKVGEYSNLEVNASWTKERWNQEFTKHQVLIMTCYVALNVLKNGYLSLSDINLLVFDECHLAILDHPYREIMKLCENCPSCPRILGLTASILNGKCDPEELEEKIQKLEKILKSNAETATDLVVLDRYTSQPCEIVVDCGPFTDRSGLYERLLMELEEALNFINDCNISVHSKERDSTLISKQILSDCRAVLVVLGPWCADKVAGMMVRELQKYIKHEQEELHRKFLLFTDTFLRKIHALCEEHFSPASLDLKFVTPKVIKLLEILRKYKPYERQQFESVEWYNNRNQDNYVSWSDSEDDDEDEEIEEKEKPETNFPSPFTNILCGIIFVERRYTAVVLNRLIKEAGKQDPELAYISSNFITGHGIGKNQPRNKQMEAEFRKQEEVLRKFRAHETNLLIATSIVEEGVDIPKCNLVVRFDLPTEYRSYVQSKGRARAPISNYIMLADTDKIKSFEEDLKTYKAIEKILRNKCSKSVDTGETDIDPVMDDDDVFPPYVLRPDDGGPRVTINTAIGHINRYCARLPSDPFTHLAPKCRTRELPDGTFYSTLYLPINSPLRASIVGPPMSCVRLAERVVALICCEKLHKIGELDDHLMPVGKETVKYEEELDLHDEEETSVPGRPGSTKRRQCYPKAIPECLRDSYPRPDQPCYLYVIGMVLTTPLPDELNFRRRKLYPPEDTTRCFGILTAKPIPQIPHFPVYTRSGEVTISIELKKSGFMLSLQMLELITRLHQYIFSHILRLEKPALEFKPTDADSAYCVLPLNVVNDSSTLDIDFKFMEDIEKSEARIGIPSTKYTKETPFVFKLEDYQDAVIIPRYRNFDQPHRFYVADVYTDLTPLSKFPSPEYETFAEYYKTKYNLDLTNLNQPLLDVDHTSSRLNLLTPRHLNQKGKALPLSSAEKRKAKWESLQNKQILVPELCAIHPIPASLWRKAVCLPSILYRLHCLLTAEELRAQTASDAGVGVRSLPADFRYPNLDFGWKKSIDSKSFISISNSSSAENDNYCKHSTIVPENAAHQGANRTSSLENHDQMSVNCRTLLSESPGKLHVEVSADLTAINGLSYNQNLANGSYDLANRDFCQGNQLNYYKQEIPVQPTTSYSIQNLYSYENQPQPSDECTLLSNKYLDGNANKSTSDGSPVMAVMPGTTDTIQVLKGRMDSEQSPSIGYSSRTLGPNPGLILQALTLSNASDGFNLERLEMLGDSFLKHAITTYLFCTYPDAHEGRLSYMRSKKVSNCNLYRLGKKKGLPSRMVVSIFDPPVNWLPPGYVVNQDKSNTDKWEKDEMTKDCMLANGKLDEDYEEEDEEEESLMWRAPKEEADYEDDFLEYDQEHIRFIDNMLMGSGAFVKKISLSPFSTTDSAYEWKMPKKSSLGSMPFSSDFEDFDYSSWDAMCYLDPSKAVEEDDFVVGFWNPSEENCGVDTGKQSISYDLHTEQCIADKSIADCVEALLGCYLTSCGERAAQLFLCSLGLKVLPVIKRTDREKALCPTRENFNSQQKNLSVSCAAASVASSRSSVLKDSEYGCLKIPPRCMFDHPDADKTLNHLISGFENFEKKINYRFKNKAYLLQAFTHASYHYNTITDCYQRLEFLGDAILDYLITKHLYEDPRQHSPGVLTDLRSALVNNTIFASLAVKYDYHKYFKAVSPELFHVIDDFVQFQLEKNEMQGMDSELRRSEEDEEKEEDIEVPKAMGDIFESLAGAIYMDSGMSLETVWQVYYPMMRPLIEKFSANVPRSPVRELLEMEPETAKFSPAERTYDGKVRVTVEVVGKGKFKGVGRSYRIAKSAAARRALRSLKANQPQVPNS
* marks the source's active call; other numbers are inactive results; & = joins results of further samples. Not all compounds are listed. The share of hits here may be higher or lower than overall.

Sample of the layout:
How did Cc1cc(=O)n(-c2ccc(Cl)c(Cl)c2)[nH]1 do in these assays?
Dicer inh: -2.9

What do the screens show for `Cc1c(Br)c(C(F)(F)F)nn1CC(=O)N1CCc2ccccc2C1`?
Dicer inh: -0.61

How did c1ccc(-c2cn3c(n2)COc2ccccc2-3)cc1 do in these assays?
Dicer inh: -1.4

How did COc1ccccc1C(=O)CC1(O)C(=O)N(Cc2ccccc2)c2ccc(Br)cc21 (stereo not given) do in these assays?
Dicer inh: 0.89

Results for CC(C)COC(=O)OCN1C(=O)CN(CCN2CC(=O)N(COC(=O)OCC(C)C)C(=O)C2)CC1=O ?
Dicer inh: 0

Results for O=S(=O)(c1ccccc1)n1ccc(-c2ccc(C#Cc3ccccc3)s2)n1 ?
Dicer inh: 2.2

What do the screens show for `CC1CCN(CC(C)OC(=O)c2cccs2)CC1` (stereo not given)?
Dicer inh: 2

Results for N#Cc1nc(COc2ccc(F)cc2)oc1NCc1cccnc1 ?
Dicer inh: 1.5

Results for CCOC(=O)C1CCN(C(=S)Nc2ccc(C)cc2C)CC1 ?
Dicer inh: 0.59

What do the screens show for `COC(=O)C1=C(C)NC2=C(C(=O)CC(c3ccc(F)cc3)C2)C1c1cn[nH]c1-c1ccc(F)cc1` (stereo not given)?
Dicer inh: 0.92

What do the screens show for `COCCCN=C1NC(=O)C(CC(=O)Nc2cc(Cl)ccc2Cl)S1` (stereo not given)?
Dicer inh: 2

How did CCOC(=O)c1sc(SC)c2c1CC/C(=C\N(C)C)C2=O do in these assays?
Dicer inh: -7

The listing (from the top)
How did Cc1cc(=O)n(-c2ccc(Cl)c(Cl)c2)[nH]1 do in these assays?
Dicer inh: -2.9

What do the screens show for `Cc1c(Br)c(C(F)(F)F)nn1CC(=O)N1CCc2ccccc2C1`?
Dicer inh: -0.61

How did c1ccc(-c2cn3c(n2)COc2ccccc2-3)cc1 do in these assays?
Dicer inh: -1.4

How did COc1ccccc1C(=O)CC1(O)C(=O)N(Cc2ccccc2)c2ccc(Br)cc21 (stereo not given) do in these assays?
Dicer inh: 0.89

Results for CC(C)COC(=O)OCN1C(=O)CN(CCN2CC(=O)N(COC(=O)OCC(C)C)C(=O)C2)CC1=O ?
Dicer inh: 0

Results for O=S(=O)(c1ccccc1)n1ccc(-c2ccc(C#Cc3ccccc3)s2)n1 ?
Dicer inh: 2.2

What do the screens show for `CC1CCN(CC(C)OC(=O)c2cccs2)CC1` (stereo not given)?
Dicer inh: 2

Results for N#Cc1nc(COc2ccc(F)cc2)oc1NCc1cccnc1 ?
Dicer inh: 1.5

Results for CCOC(=O)C1CCN(C(=S)Nc2ccc(C)cc2C)CC1 ?
Dicer inh: 0.59

What do the screens show for `COC(=O)C1=C(C)NC2=C(C(=O)CC(c3ccc(F)cc3)C2)C1c1cn[nH]c1-c1ccc(F)cc1` (stereo not given)?
Dicer inh: 0.92

What do the screens show for `COCCCN=C1NC(=O)C(CC(=O)Nc2cc(Cl)ccc2Cl)S1` (stereo not given)?
Dicer inh: 2

How did CCOC(=O)c1sc(SC)c2c1CC/C(=C\N(C)C)C2=O do in these assays?
Dicer inh: -7

How did O=C(Nc1ccc2nc(CN3CCOCC3)[nH]c2c1)c1ccco1 do in these assays?
Dicer inh: 0.1

What do the screens show for `CSCCC(NS(=O)(=O)c1ccc2c3c(cccc13)C(=O)N2)C(=O)O` (stereo not given)?
Dicer inh: 0.98

How did Cc1nc2cc(S(=O)(=O)Nc3ccccc3)ccc2n1-c1ccccc1 do in these assays?
Dicer inh: 0.07

How did Cc1oc2cc(O)cc(O)c2c(=O)c1-c1ccccc1 do in these assays?
Dicer inh: 1.3

What do the screens show for `Cc1cc(C(=O)NNC(N)=S)nn1C`?
Dicer inh: 0.51

What do the screens show for `CCCCOC(=O)C1=C(C)NC2=C(C(=O)CC(C)(C)C2)C1c1ccc(Cl)cc1` (stereo not given)?
Dicer inh: 4.5

How did Cc1ccc(-c2nc(-c3ccccn3)no2)cc1C do in these assays?
Dicer inh: 0.41

Results for CCOC(=O)c1ccc(Oc2coc3cc(OC)ccc3c2=O)cc1 ?
Dicer inh: 0.8

Results for CCOC(=O)C1=C(C)NC2=C(C(=O)c3ccccc32)C1c1ccc(CC)cc1 (stereo not given) ?
Dicer inh: -2.5

Results for Cc1ccccc1N1CC23C=CC(O2)C(C(=O)OC(C)C)C3C1=O (stereo not given) ?
Dicer inh: -0.47

What do the screens show for `COc1ccc(C2Nc3ccc(Br)cc3C(c3ccccc3)N2CC(=O)O)cc1` (stereo not given)?
Dicer inh: 0.57

How did O=S(=O)(c1ccc(Cl)cc1)N1CCCC1c1cccs1 (stereo not given) do in these assays?
Dicer inh: -0.86

What do the screens show for `O=[N+]([O-])c1ccc(N2CCCCC2)cc1Oc1nc2c(Cl)cc(Cl)cc2s1`?
Dicer inh: -2.3

Results for COc1ccc(-c2csc(COC(=O)C(C)(C)C)n2)cc1 ?
Dicer inh: -0.85

Results for CCOC(=O)C1=C(O)C(=O)N(Cc2ccccc2)C1 ?
Dicer inh: 0

What do the screens show for `COCCOC(=O)C1=C(C)Nc2nc3ccccc3n2C1c1cccc(F)c1` (stereo not given)?
Dicer inh: 0.91

Results for O=C(CC(C(=O)O)C1CCCO1)NC1CCCCC1 (stereo not given) ?
Dicer inh: -0.13

Results for Nc1nn(-c2ccc(Cl)cc2)nc1C(=O)c1ccccc1 ?
Dicer inh: -0.08

Results for CCOc1nc(-c2cccc(OC)c2)ccc1-c1noc(-c2ccncc2)n1 ?
Dicer inh: 1.1

Results for Cc1ccc(OCc2nc(-c3ccccn3)no2)c(C)c1 ?
Dicer inh: 1.6

What do the screens show for `Cc1ccc(OS(=O)(=O)c2cc(Cl)c(Cl)cc2Cl)c(Br)c1`?
Dicer inh: -0.58

How did COC(=O)/C(C#N)=C\C=C\c1ccccc1 do in these assays?
Dicer inh: 12

What do the screens show for `O=C1CCCN=C(Nc2ccc(F)c(Cl)c2)S1`?
Dicer inh: -1.2

Results for CC(C)(C)c1ccc(C(=O)ONC(=O)c2ccc(Cl)c(Cl)c2)cc1 ?
Dicer inh: -0.46

Results for CCOC(=O)c1cc(Sc2ccccc2)cc(C(=O)OCC)n1 ?
Dicer inh: -0.71

Results for CN(C)C=Nc1nn(C)cc1C(=O)Nc1ccc(F)c(Cl)c1 ?
Dicer inh: 0.82

Results for O=C1CN(CC(=O)N2CCN(c3ccc(F)cc3)CC2)c2ccccc2O1 ?
Dicer inh: -3.2

How did CCc1nc(SCc2ccccc2)n[nH]1 do in these assays?
Dicer inh: -1.6

How did Fc1ccc(CNC(=S)NCc2ccc(F)cc2)cc1 do in these assays?
Dicer inh: 0.25

Results for O=C1CC2(CCCC2)C(=O)N1CCCNc1ncc(C(F)(F)F)cc1Cl ?
Dicer inh: -1.1

What do the screens show for `COC(=O)c1ccc(COc2cc(C)cc(C)c2)o1`?
Dicer inh: -0.02

How did N/C(=N\OC(=O)N1CCOCC1)c1ccc(Cl)cc1 do in these assays?
Dicer inh: -0.81

Results for O=C(O)CCc1ccc(-c2ccc(Br)cc2)n1Cc1ccco1 ?
Dicer inh: 0.99

How did CCc1nc(SCC(N)=O)n[nH]1 do in these assays?
Dicer inh: -1.1

What do the screens show for `COc1ccc(-c2noc(-c3ccccc3Cl)n2)cc1`?
Dicer inh: -0.17

What do the screens show for `O=C(CS(=O)(=O)c1ccc(Br)cc1)c1ccccc1`?
Dicer inh: 3.8*

Results for Cc1cc(C)c2c(n1)sc1c(=O)n(CC(=O)c3ccccc3)cnc12 ?
Dicer inh: -0.66

How did CCSc1ccc2c3c(cccc13)C(=O)N(NCCO)C2=O do in these assays?
Dicer inh: -2

What do the screens show for `CC(=O)Nc1ccc(OCC(O)CNC(C)C)cc1` (stereo not given)?
Dicer inh: 0.32

What do the screens show for `O=C(Nc1cc(C(F)(F)F)ccc1Cl)C(=S)NC1CCCCC1`?
Dicer inh: -0.46

Results for COc1cc(C2C(C(=O)OC3CCCCC3)=C(C)NC3=C2C(=O)CC(C)(C)C3)ccc1O (stereo not given) ?
Dicer inh: 0.6

Results for CC(CN(C)Cc1ccccc1)OC(=O)c1ccc2c(c1)OCO2 (stereo not given) ?
Dicer inh: 2.8

How did Oc1ccc(OCc2ccccc2)cc1 do in these assays?
Dicer inh: 18

How did O=C(O)c1nccnc1C(=O)NCc1csc2ccccc12 do in these assays?
Dicer inh: 1.4

How did Nc1ccccc1SCC(=O)Nc1cccc2nsnc12 do in these assays?
Dicer inh: -2.1

How did Cc1cc(C)c(CSc2ccccn2)c(C)c1 do in these assays?
Dicer inh: 0.23

What do the screens show for `CN(C(=O)c1ccccc1)C(=O)N(C)C(=O)c1ccccc1`?
Dicer inh: -1.4

Results for Cc1cc2nc3n(c2cc1C)C(O)C=C(c1ccccc1)S3 (stereo not given) ?
Dicer inh: 0.78

What do the screens show for `CC(C)(C)/C=N/NS(=O)(=O)c1ccc(-c2ccccn2)s1`?
Dicer inh: -5.5

What do the screens show for `CCn1nnnc1SCC(=O)NC1Cc2ccccc2C1`?
Dicer inh: -0.63

What do the screens show for `COC(=O)/C=c1\sc2nc3cc(Cl)c(Cl)cc3n2c1=O`?
Dicer inh: -1.1

How did CC1(C)NC(=O)N(CC(O)COc2cccc(Cl)c2)C1=O (stereo not given) do in these assays?
Dicer inh: 3

Results for CCOc1cc(C2C(C(=O)OC)=C(C)NC3=C2C(=O)CC(c2ccc(OC)cc2)C3)ccc1O (stereo not given) ?
Dicer inh: 2.1

Results for COc1ccc(-c2nc(S(=O)(=O)c3ccccc3)c(N3CCCCC3)o2)cc1 ?
Dicer inh: 1.3

How did Cc1ccc(C(=O)C2=C(O)C(=O)N(Cc3cccnc3)C2c2ccc(Br)cc2)o1 (stereo not given) do in these assays?
Dicer inh: 0.15

How did O=C(Nc1ccc(-n2nccc2C(F)(F)F)cc1)c1ccc(Cl)cc1 do in these assays?
Dicer inh: 0.19

What do the screens show for `O=C(NNC(=O)c1cc2ncc(C(F)(F)F)cc2s1)c1ccc(Cl)cc1`?
Dicer inh: 0.64

How did CCOC(=O)Cc1nnc(-c2ccc(Cl)cc2)o1 do in these assays?
Dicer inh: -2.1

How did COc1ccc(OC)c(C2C(C(=O)OC(C)C)=C(C)NC3=C2C(=O)CC(c2ccc(Cl)cc2)C3)c1 (stereo not given) do in these assays?
Dicer inh: 0.48

How did Cc1cccc(NC(=O)c2ccc(Cl)cc2N)n1 do in these assays?
Dicer inh: -0.18

How did CCOC(=O)C1=C(C)NC2=C(C(=O)CCC2)C1c1cc(Cl)c(O)c(OC)c1 (stereo not given) do in these assays?
Dicer inh: -0.45

How did O=C(Nc1ccc(S(=O)(=O)N2CCCC2)cc1)c1sc2ccccc2c1Cl do in these assays?
Dicer inh: -2.3

What do the screens show for `O=c1c(OS(=O)(=O)Cc2ccccc2)c(-c2ccccc2)oc2ccccc12`?
Dicer inh: -0.02

What do the screens show for `COc1ccc(OC)c(C2Nc3ccccc3NC3=C2C(=O)CC(c2ccc(OC)c(OC)c2)C3)c1` (stereo not given)?
Dicer inh: 0.31

Results for CCCc1nc2cc(C)c(C)cc2nc1C ?
Dicer inh: -1.4

Results for Cc1[nH]n(-c2ccccc2)c(=O)c1Cc1c(Cl)cccc1Cl ?
Dicer inh: -1

Results for CS(=O)(=O)/C(C#N)=C/c1sccc1Cl ?
Dicer inh: 0.28

Results for CCOc1cc(C)c(Cl)cc1S(=O)(=O)n1ccnc1C(C)C ?
Dicer inh: 1.6

Results for Clc1cccc(CN2CCN(CC3CC=CCC3)CC2)c1 (stereo not given) ?
Dicer inh: -10

How did CC(C)NS(=O)(=O)c1ccccc1I do in these assays?
Dicer inh: -0.82

What do the screens show for `CSc1sc(NC(=O)Nc2cccc(C(F)(F)F)c2)cc1C#N`?
Dicer inh: 0.13

How did COc1ccc(C2=NN(S(C)(=O)=O)C(c3cn(-c4ccccc4)nc3-c3cccs3)C2)cc1 (stereo not given) do in these assays?
Dicer inh: -3.4

How did FC(F)(F)c1cc(-c2ccc(Cl)cc2)nc2ccnn12 do in these assays?
Dicer inh: -0.39

What do the screens show for `Cc1n[nH]c(C)c1CCCCOc1ccc(C(C)(C)C)cc1`?
Dicer inh: -0.9

How did COc1ccc(-c2coc3cc(OCc4ccc(Br)cc4)cc(O)c3c2=O)cc1OC do in these assays?
Dicer inh: 3.9*

How did Cc1c(C#N)c(SCc2cccc(C(F)(F)F)c2)nc2ccccc12 do in these assays?
Dicer inh: 15

How did CC1C(O)CC(c2ccccc2)NC1c1ccccc1 (stereo not given) do in these assays?
Dicer inh: -0.68

What do the screens show for `Cc1nonc1NC(=O)N1CCOCC1`?
Dicer inh: 5.9*

What do the screens show for `CC(=O)O[C@H]1C[C@@H]2CC[C@@H]3[C@H](CC[C@@]4(C)[C@H]3C[C@H]([N+]3(C)CCCCC3)[C@@H]4OC(C)=O)[C@@]2(C)C[C@@H]1[N+]1(C)CCCCC1`?
Dicer inh: 0.2&0.28

How did COC(=O)c1[nH]c(C(=O)OC)c(O)c1O do in these assays?
Dicer inh: -8.7

Results for NC(=O)c1c(C(F)(F)F)cccc1C(F)(F)F ?
Dicer inh: -0.98

What do the screens show for `CN(C)NC(=O)NC(=O)c1ccc(Oc2cc(Cl)cc(Cl)c2)c([N+](=O)[O-])c1`?
Dicer inh: -0.73

Results for C=CCNC(=S)NC(=O)c1csc([N+](=O)[O-])c1 ?
Dicer inh: 0.07

How did Cc1cc2nc(SCC(=O)c3ccccc3)[nH]c2cc1C do in these assays?
Dicer inh: -0.31

What do the screens show for `CC1=C(C(=O)OCc2ccccc2)C(c2ccc(OCc3ccccc3)cc2)n2ncnc2N1` (stereo not given)?
Dicer inh: 3.1*

What do the screens show for `CC[n+]1c(/C=C/N(C)c2ccccc2)sc2ccc(OC)cc21`?
Dicer inh: -3.2

How did O=C(NCCc1ccccc1)N1c2ccccc2Sc2ccccc21 do in these assays?
Dicer inh: 1.9

What do the screens show for `CCOC(=O)C1C(=O)CC(C)(O)C(C(=O)OCC)C1c1ccc(OCC)cc1` (stereo not given)?
Dicer inh: -0.46

Results for CCOC(=O)c1sc(N2C(=O)c3oc4ccccc4c(=O)c3C2c2ccc(OCC)cc2)nc1C (stereo not given) ?
Dicer inh: 0.69

What do the screens show for `CCc1cccc(C)c1NC(=S)NCCC(=O)O`?
Dicer inh: -1

How did COc1ccc(Br)cc1S(=O)(=O)n1ccnc1 do in these assays?
Dicer inh: 2.4

Results for O=C1ON=C(c2ccccc2)/C1=C/c1ccc(Cl)cc1Cl ?
Dicer inh: 0.04
